Assay outcomes from PubChem.
Mtb RmlCD inh = M. tuberculosis RmlC/RmlD coupled enzyme inhibitors, primary screen, biochemical, compound mixtures, 384-well, from 1536-well plates; RmlC+RmlD coupled enzyme assay, percent inhibition; primary screen in compound mixtures; actives 0.03% (n = 160,000); dTDP-4-dehydrorhamnose reductase (Mycobacterium tuberculosis (strain ATCC 25618 / H37Rv)) …; inhibition, % at 3.6 µM; in the data active = inhibition mostly above about 34%, no sharp cut-off; also: some results filed as inactive read as strong as hits
Target sequence (P9WH09 whole entry, looked up): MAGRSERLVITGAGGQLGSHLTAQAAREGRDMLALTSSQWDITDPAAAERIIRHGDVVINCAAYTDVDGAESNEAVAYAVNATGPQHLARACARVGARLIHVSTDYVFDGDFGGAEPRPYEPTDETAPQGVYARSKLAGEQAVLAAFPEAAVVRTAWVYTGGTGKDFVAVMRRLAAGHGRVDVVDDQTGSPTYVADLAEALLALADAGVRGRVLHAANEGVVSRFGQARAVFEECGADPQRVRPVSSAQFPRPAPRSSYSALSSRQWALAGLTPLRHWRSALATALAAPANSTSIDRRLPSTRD
Target sequence (P9WH11 whole entry, looked up): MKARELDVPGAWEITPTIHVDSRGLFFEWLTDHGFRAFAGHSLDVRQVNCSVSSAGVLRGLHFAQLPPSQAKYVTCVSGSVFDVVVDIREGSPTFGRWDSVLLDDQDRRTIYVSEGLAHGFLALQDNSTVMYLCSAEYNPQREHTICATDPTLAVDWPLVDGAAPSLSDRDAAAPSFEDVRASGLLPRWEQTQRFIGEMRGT
M. tuberculosis GlmU = inhibition of mycobacterial GlmU enzyme – biochemical, glucosamine-1-phosphate acetyltransferase (AID 1376); Bifunctional protein GlmU (Mycobacterium tuberculosis (strain ATCC 25618 / H37Rv)); M. tuberculosis GlmU acetyltransferase enzyme assay; higher % means a stronger effect; inhibition, %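 (tested at 30 µM in the primary screen)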; hits with a dose series show IC50 in µM; actives 0.25% (n = 220,000); in the data active = inhibition above about 13%;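 also: 0% = complete reaction with vehicle and 100% = reaction without substrate; strong numbers were not always called active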
* marks the source's active call; other numbers are inactive results; . = not tested or not shown.

SMILES	Mtb RmlCD inh	M. tuberculosis GlmU
O=C(Nc1cccnc1Cl)c1cccc(F)c1	.	7.3%
COc1ccccc1NC(=O)c1ccc(NC(=O)CSc2n[nH]c(N)n2)cc1	3	3.6%
CC(C)c1cc(C(=O)Nc2sc3c(c2C#N)CCC3)no1	.	4.5%
CCN(C(N)=S)c1ccccc1	-1	0.1%
CN1CCN(c2nc(-c3ccccc3)c3cc(Cl)ccc3n2)CC1	.	-6.0%
O=C1CC(Nc2ccc(N3CCOCC3)cc2)C(=O)N1Cc1ccccc1 (stereo not drawn)	.	2.2%
CCCN(CC(=O)Nc1ccccc1C)C(=O)/C=C/c1cccs1	.	0.1%
COC(=O)C(Cc1ccccc1)NC(=O)c1cc(S(=O)(=O)N(C)C)ccc1Cl (stereo not drawn)	-4	0.7%
Cc1ccccc1NC(=O)Nc1nc2ccc(S(C)(=O)=O)cc2s1	11	1.3%
Cc1cccc(CCN=c2c([N+](=O)[O-])nn(-c3ccccc3)n2O)c1	-10	-4.9%
COc1cc2c(=O)n(Cc3ccccc3)c(=O)n(CC(=O)NCc3ccco3)c2cc1OC	3	0.6%
CC(Nc1ccccc1CO)C(=O)Nc1cccc(Cl)c1Cl (stereo not drawn)	-13	-1.3%
CCOC(=O)CC(=O)CSc1ncnc2c1oc1ccccc12	26	.
Cc1onc(-c2c(F)cccc2Cl)c1C(=O)NCCCN1CCOCC1	-5	-5.6%
CN(C)CCNc1ncnc2c1sc1nc(N3CCCC3)c3c(c12)CC(C)(C)OC3	9	1.2%
CCCCN(C)C(=O)C(Cc1ccccc1)NS(=O)(=O)c1ccc2c(c1)c(=O)n(C)c(=O)n2C (stereo not drawn)	-11	-4.6%
CCCCCCCc1nc2c(=O)n(C)c3ccccc3c2o1	-9	0.4%
CCOC(=O)N1CCN(c2c(N3CCc4ccccc43)c(=O)c2=O)CC1	.	1.8%
COc1ccc(CN2CC(C(=O)NCCc3ccccc3)CC2=O)cc1 (stereo not drawn)	.	3.7%
O=C(NNC(=S)NCc1ccccc1)c1ccc(Br)o1	-10	5.8%
O=C(CCC(=O)Nc1ccccc1)NCCO	.	-1.5%
CCn1c(CCNC(=O)c2ccccc2Cl)n[nH]c1=S	0	0.4%
CCOc1ccc(CCNC(=O)COC(=O)Cn2cnc3ccccc3c2=O)cc1OCC	8	1.5%
O=[N+]([O-])c1ccc(N2CCN(S(=O)(=O)c3ccccc3)CC2)c2cccnc12	-5	-3.4%
COc1ccc(OCC(=O)C2CC2)c(C#N)c1	15	4.8%
N/C(=N\OC(=O)Nc1ccccc1)c1ccno1	11	0.0%
CC1(/[N+]([O-])=C/c2cccc(Cl)c2)CCCCC1=O (stereo not drawn)	-2	3.4%
CN(C)CCCN(C(=O)c1ccco1)c1nc2ccc(F)cc2s1	-13	-1.3%
Cc1cc(C)c(/C([O-])=C(/C(=S)Nc2ccc(SC(F)F)cc2)[n+]2ccccc2)cc1C	0	3.6%
CC(=C\C(=O)O)/C(=C\c1cccc2ccccc12)C(=O)O	4	-3.8%

Filtered by structure, the compounds so far containing an NH in an aromatic ring
SMILES	Mtb RmlCD inh	M. tuberculosis GlmU
COc1ccccc1NC(=O)c1ccc(NC(=O)CSc2n[nH]c(N)n2)cc1	3	3.6%
CCn1c(CCNC(=O)c2ccccc2Cl)n[nH]c1=S	0	0.4%

Next section:
SMILES	Mtb RmlCD inh	M. tuberculosis GlmU
Cc1ccc(N(C(=O)c2cccs2)C2C=CS(=O)(=O)C2)cc1 (stereo not drawn)	-5	-1.0%
CCOC(=O)Nc1ccc(S(=O)(=O)Nc2nccc(C)n2)cc1	4	.
S=c1[nH]cnc2sc(-c3ccccc3)cc12	4	-5.9%
COc1ccc(N(CC(=O)Nc2cc(Cl)ccc2OC)S(=O)(=O)c2c(C)noc2C)cc1	.	-1.4%
CNc1ccccc1C(C)(C)c1cc(-c2cccc([N+](=O)[O-])c2)no1	16	-3.2%
O=C(NCc1ccccc1C(F)(F)F)C1CC(c2ccccc2C(F)(F)F)=NO1 (stereo not drawn)	.	4.4%
CC(NC(=O)c1cc(-c2ccccc2)on1)c1ccccc1 (stereo not drawn)	.	-4.9%
CCc1ccccc1NC(=S)N1CCC(C(=O)c2ccc(F)cc2)CC1	.	-0.7%
COc1cccc(NC(=S)NCCc2ccccn2)c1	1	0.7%
COCCNc1nc(-c2cc(C)c(C)cc2C)cs1	.	1.9%
CCOc1ccc2nc(SCc3ccccc3C#N)sc2c1	8	3.2%
CCN1C(=O)c2cccc3c(NS(=O)(=O)c4ccc(NC(C)=O)cc4)ccc1c23	.	3.7%
COc1cc(/C=C/C(=O)Nc2ccc3nc4n(c(=O)c3c2)CCCC4)cc(OC)c1OC	-8	-1.4%
COc1ccc(/C=C(\NC(=O)c2ccccc2)C(=O)N/N=C/c2cccnc2)cc1	0	0.1%
CC1CCN(c2nc(-c3ccc(F)cc3)cc(C(F)(F)F)n2)CC1	-2	-2.1%
CCSc1nnc(NC(=O)CN2C(=O)C3CC=CCC3C2=O)s1 (stereo not drawn)	.	3.0%
Cc1ccc2oc(=O)c3cc(C(=O)NCCN4CCN(C)CC4)sc3c2c1	7	0.6%
CCN(CC)CCCN1C=C2C(=O)C(C)(OC(=O)CCc3ccccc3)C(=O)C=C2C=C1c1ccc(C#N)cc1 (stereo not drawn)	.	-4.4%
CC(C)c1nnc(NC(=O)CCCC(=O)O)s1	.	1.0%
Cc1cc(C)cc(NC(=O)Cn2nnc3ccccc3c2=O)c1	3	1.3%
CCn1ncc(Br)c1C(=O)Nc1ccc(Cl)cn1	.	-7.0%
O=C(O)C1=NN(c2ccccc2)C(=O)C1	.	6.2%
COC(=O)c1ccccc1-c1ccc(/C=N/NC(=O)c2cc3ccccc3o2)o1	.	-6.4%
Cc1ccc(-n2c(C)cc(/C=C3/SC(=O)N(CC(=O)N4CCOCC4)C3=O)c2C)nc1	.	-0.1%
CC(C)NC(=S)NC(=O)/C=C/c1ccc(F)cc1	2	-5.9%
CN(C)/C(CN1CCN(C=O)CC1)=C1\N=C(c2ccccc2)OC1=O	-3	-1.1%
O=C1CNC(=S)N1CCCn1ccnc1	.	3.2%
COc1cc(Br)c(C2C(C#N)=C(N)Oc3n[nH]c(-c4cccnc4)c32)cc1OC (stereo not drawn)	5	1.9%
COCCn1c(SCC(=O)Nc2cc(Cl)ccc2OC)nc2c(c1=O)SC(C)C2 (stereo not drawn)	5	-3.1%
Cc1ccc(S(=O)(=O)Nc2cccnc2Oc2ccc(Cl)cc2)cc1	2	-3.9%
CC12CN3CCN(CC(C3)C1(O)CN1CCOCC1)C2 (stereo not drawn)	.	6.3%
CCCCn1c(NCc2ccncc2)nc2ccccc21	7	1.2%
O=C1/C(=C/c2cc3c(cc2Cl)OCO3)N2CCC1CC2	3	-0.9%
CC(c1ccco1)N(C(=O)Nc1ccc(Cl)cc1)c1ccccn1 (stereo not drawn)	.	6.6%
O=C(Cn1nnc(-c2ccccc2)n1)NCc1cccs1	9	1.3%
CCOc1ccc(N2C(=O)CC(N3CCN(C(=O)c4ccco4)CC3)C2=O)cc1 (stereo not drawn)	.	-3.5%
C=CCSC(=S)NC1CCS(=O)(=O)C1 (stereo not drawn)	4	2.8%
NC(=O)CSc1nnc(-c2cc(-c3ccc(Cl)cc3)nc3ccccc23)o1	.	-4.7%
Cc1cc(Nc2ccc(C)c(C)c2)n2nc(C)nc2n1	1	4.8%
CCCc1nnc(NC(=O)CN2CCN(C)CC2)s1	12	6.1%
Oc1ccc(N2CCN(C(c3cccnc3)c3nnnn3Cc3ccccc3)CC2)cc1 (stereo not drawn)	14	-4.4%
COc1ccc(C(=O)CSc2nc3ccccc3n2CC(=O)c2ccccc2)cc1	20	1.1%
CCOC(=O)C1=C(C)NC(=O)NC1c1ccc(OC)c(CN2CCOCC2)c1 (stereo not drawn)	.	-1.4%
CCCc1nc2ccc(NC(=O)c3ccco3)cc2c(=O)n1Cc1ccccc1Cl	.	2.3%
CCCCNC(=O)c1ccccc1Cl	-5	3.5%
CC(=O)c1sc2nc(C)cc(C)c2c1N	11	1.0%
COc1c2ccoc2nc2c(OC)c(OCC(O)C(C)(C)O)ccc12 (stereo not drawn)	21	-2.2%
O=C1NC(=O)N(c2ccc(F)cc2)C(=O)/C1=C/c1ccsc1	10	-0.6%
CC(=O)N1CCc2cc(S(=O)(=O)NCCCN3CCN(Cc4ccccc4)CC3)ccc21	4	.
Cn1c(Cn2cnc([N+](=O)[O-])n2)nnc1SCC(=O)Nc1ccc(Br)cc1	-6	5.9%
O=C(CN(Cc1cccs1)C(=O)c1csnn1)NC1CCCC1	.	-6.1%
C=CCn1c(O)c(C(C)=Nc2ccc3c(c2)CCC3)c(=O)[nH]c1=O	6	-2.4%
CCNc1nc(Oc2ccc(F)cc2)cc(C(F)(F)F)n1	7	-7.0%
N=C1/C(=C\c2ccc(OCc3ccccc3)cc2)C(=O)N=C2SC(N3CCCC3)=NN12	.	-1.1%
CCOC(=O)C1CCCN(c2ncnc3c2cnn3-c2ccc(OC)cc2)C1 (stereo not drawn)	2	2.2%
Cc1nn2c3ccccc3n(CCN3CCCCC3)c2nc1=O	5	-5.0%
CCCNC(=O)C(=O)NCC1CCCN1CC (stereo not drawn)	-7	.
O=C(Cn1c(-c2ccccc2)noc1=O)Nc1ccc(S(=O)(=O)N2CCOCC2)cc1	3	-0.6%
COc1ccc(/C=C/c2ccc(=O)n(Cc3ccccc3)n2)cc1	8	3.3%
COc1ccc(OC)c(NC(=O)CCN2CCCCCC2)c1	.	-10%

Next compounds follow.
SMILES	Mtb RmlCD inh	M. tuberculosis GlmU
CN1\C(=C/C=C/C=C/C=[N+](C)C)C(C)(C)c2ccccc21	-11	-0.8%
CCNC(=O)N1c2ccccc2Sc2ccccc21	8	-1.9%
C=CCc1ccccc1OCCNCCCOC	-10	0.6%
O=C(NCc1ccc2c(c1)OCO2)C1CCCN1C(=O)Nc1cccc(Cl)c1 (stereo not drawn)	-5	-3.0%
CC1CCN(C(=O)CSc2nc3cccnc3n2C)CC1	.	-2.9%
O=C(N/N=C/c1cccnc1)NC12CC3CC(CC(C3)C1)C2	-5	2.9%
O=C1C=C(N2CCOCC2)CCC1	.	-2.8%
Cc1cc(N2CCCCC2)nc(NCc2ccccc2)n1	-11	0.3%
COc1ccc(CN2CCN(C3CCSCC3)CC2CCO)c(C)c1C (stereo not drawn)	-5	-8.1%
O=[N+]([O-])c1ccc(S(=O)(=O)N/N=C/c2cccs2)cc1	6	-2.1%
Cc1ccc(C2=NN(CCC(=O)NCCC(C)C)C(=O)CC2)cc1	-10	-0.7%
Cc1ccc2nc(SCc3nc4cc(Cl)ccc4c(=O)[nH]3)[nH]c2c1	5	2.7%
CCOC(=O)c1cc2c(=O)n3cccc(C)c3nc2n(CC2CCCO2)c1=NC(C)=O (stereo not drawn)	.	1.7%
Cc1ccc(S(=O)(=O)CC(C)N2CCN(C3CCCCC3)CC2)cc1 (stereo not drawn)	.	-11%
COc1cc(NC(=O)c2csc(N)n2)cc(C(=O)Nc2cccc(C(F)(F)F)c2)c1	.	3.6%
COc1ccc(CN2CCCCC2C)c(C)c1C (stereo not drawn)	6	1.0%
O=C(COC(=O)c1cccc(NC(=O)c2ccco2)c1)c1ccc(Br)cc1	-7	-3.9%
CCOCCCN(C(=O)c1ccco1)C(C(=O)NC1CCCC1)c1cccc(OC)c1OC (stereo not drawn)	6	-0.8%
O=S(=O)(NCCc1csc(-c2ccc(C(F)(F)F)cc2)n1)c1ccc2c(c1)OCCO2	12	1.9%
Cn1cnnc1SCC(=O)c1c[nH]c2ccccc12	-4	1.8%
COc1ccc(C(=O)N2CCOC2CNC(=O)C(=O)NCc2ccc(Cl)cc2)cc1 (stereo not drawn)	1	4.5%
Cc1c(C)[n+](=O)c(-c2ccc(Br)cc2)c(C)n1[O-]	7	-2.5%
Cc1nn(C(=O)c2cccnc2)c(C)c1Sc1ccc(Br)cc1	11	-1.5%
Cc1nnsc1C(=O)NNS(=O)(=O)c1ccccc1	-7	-6.0%
O=C(CSCc1ccc(Br)cc1)N1CCOCC1	.	2.8%
CC1=C(C/C(C)=C/c2ccccc2)/C(=C/CO)[C@H](O)[C@](C)(O)C12CC2	.	14%*
CCN(CC)S(=O)(=O)c1cc(NC(=O)C(C)Nc2ccccc2N2CCOCC2)ccc1C (stereo not drawn)	5	0.7%

5 entries out of the list, ordered by length of the SMILES, highest first.
SMILES	Mtb RmlCD inh	M. tuberculosis GlmU
COc1cc(NC(=O)c2csc(N)n2)cc(C(=O)Nc2cccc(C(F)(F)F)c2)c1	.	3.6%
CCOC(=O)c1cc2c(=O)n3cccc(C)c3nc2n(CC2CCCO2)c1=NC(C)=O (stereo not drawn)	.	1.7%
Cc1c(C)[n+](=O)c(-c2ccc(Br)cc2)c(C)n1[O-]	7	-2.5%
Cn1cnnc1SCC(=O)c1c[nH]c2ccccc12	-4	1.8%
O=C1C=C(N2CCOCC2)CCC1	.	-2.8%

Copied from the list:
Cc1nnsc1C(=O)NNS(=O)(=O)c1ccccc1 in Mtb RmlCD inh reads -7
CCNC(=O)N1c2ccccc2Sc2ccccc21 in M. tuberculosis GlmU reads -1.9%

An excerpt; the hit share may differ from the screen's.
